Compound activity: PubChem BioAssay, several laboratories
CCHFV vOTU inh = blocks the CCHF virus ovarian tumor domain protease; CCHFV vOTU protease, Pep-AMC fluorescence; inhibition, % at 11.5 µM; 370,000 compounds, 0.55% hits; AID 651958; also: 0% = vehicle wells with enzyme and 100% = no enzyme wells
Mtb FBA inh = inhibits M. tuberculosis FBA enzyme. P9WQA3. 360,000 compounds, 2.3% hits. inhibition, % at 1 µM. purified M. tuberculosis FBA, fluorescence read-out; in the data active = inhibition above about 27%;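 also: 0% = vehicle and 100% = reference inhibitor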
Target sequence (P9WQA3 whole entry, looked up): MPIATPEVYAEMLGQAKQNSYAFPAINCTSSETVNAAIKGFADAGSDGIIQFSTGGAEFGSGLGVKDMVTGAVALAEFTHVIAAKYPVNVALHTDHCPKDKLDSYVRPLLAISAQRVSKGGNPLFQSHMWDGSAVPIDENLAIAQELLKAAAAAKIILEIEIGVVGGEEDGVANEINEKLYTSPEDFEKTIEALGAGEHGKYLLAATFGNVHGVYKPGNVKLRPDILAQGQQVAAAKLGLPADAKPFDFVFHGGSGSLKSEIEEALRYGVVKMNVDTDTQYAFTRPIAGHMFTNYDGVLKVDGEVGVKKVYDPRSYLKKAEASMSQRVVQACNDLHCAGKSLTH
BoNT-F LC inh = blocks Botulinum neurotoxin F light chain protease | Multiplex microsphere protease cleavage assay, flow cytometry | inhibition, % at 10 µM | 360,000 compounds, 0.22% hits; in the data active = inhibition above about 35%, passing the limit was not always enough; inconclusive = no clear call, values can overlap the other calls; also: plate controls were buffer without enzyme for full effect and enzyme alone for no effect
FadD28 FP inh = M. tuberculosis FadD28 bisubstrate binding inhibition; 360,000 compounds, 0.22% hits; AID 588549; FadD28 bisubstrate probe binding, fluorescence polarization; inhibition, % at 12.5 µM; in the data active = inhibition above about 8.5%, passing the limit was not always enough; inconclusive = no clear call, values can overlap the other calls
DUSP3 inh = blocks human VHR1 dual specificity phosphatase. AID 1654. recombinant VHR phosphatase, pNPP absorbance. 290,000 compounds, 0.52% hits. inhibition, % at 13.3 µM. P51452; in the data active = inhibition above about 50%; also: some compounds called inactive have numbers as strong as hits
Target sequence (P51452 whole entry, looked up): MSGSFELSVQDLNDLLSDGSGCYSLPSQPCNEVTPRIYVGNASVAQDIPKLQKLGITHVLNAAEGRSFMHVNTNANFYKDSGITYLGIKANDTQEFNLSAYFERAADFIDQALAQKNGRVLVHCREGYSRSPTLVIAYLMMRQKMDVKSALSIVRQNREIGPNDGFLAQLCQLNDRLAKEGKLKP
BioA inh = blocks M. tuberculosis BioA enzyme activity. purified M. tuberculosis BioA enzyme, plate reader. inhibition, % at 9.99 µM. 360,000 compounds, 0.096% hits; in the data active = inhibition above about 40%; inconclusive = no clear call, values can overlap the other calls
Rv3671c inh = inhibits the M. tuberculosis serine protease Rv3671c; P9WHR9; inhibition, % at 5.96 µM; 320,000 compounds, 0.048% hits; AID 2606; in the data active = inhibition above about 38%;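 also: extracellular domain of Rv3671c used as enzyme; 0% = enzyme with DMSO and 100% = no enzyme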
GDH-TPI counter = GDH-TPI coupled enzyme inhibition counter-screen | 360,000 compounds, 1.2% hits | GDH-TPI coupled enzyme counterscreen, NADH absorbance | AID 588335 | inhibition, % at 4.8 µM;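 also: 0% = DMSO wells and 100% = wells lacking the enzyme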
MazF activator = MazEF (E. coli) toxin RNase activation; P0AE70; FAM/BHQ RNA-DNA oligo cleavage fluorescence, 5 h; activation, % at 20 µM; 350,000 compounds, 0.32% hits; in the data active = activation above about 50%
Target sequence (P0AE70 whole entry, looked up): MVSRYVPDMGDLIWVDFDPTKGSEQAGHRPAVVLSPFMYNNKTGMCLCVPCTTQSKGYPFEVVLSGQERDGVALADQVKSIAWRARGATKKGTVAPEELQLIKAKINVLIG
Mtb UGM inh = Mtb UDP-galactopyranose mutase inhibition. P9WIQ1. 320,000 compounds, 0.06% hits. purified UGM, fluorescence polarization probe displacement. inhibition, % at 10 µM; in the data active = inhibition above about 10%, passing the limit was not always enough; inconclusive = no clear call, values can overlap the other calls
Target sequence (P9WIQ1 whole entry, looked up): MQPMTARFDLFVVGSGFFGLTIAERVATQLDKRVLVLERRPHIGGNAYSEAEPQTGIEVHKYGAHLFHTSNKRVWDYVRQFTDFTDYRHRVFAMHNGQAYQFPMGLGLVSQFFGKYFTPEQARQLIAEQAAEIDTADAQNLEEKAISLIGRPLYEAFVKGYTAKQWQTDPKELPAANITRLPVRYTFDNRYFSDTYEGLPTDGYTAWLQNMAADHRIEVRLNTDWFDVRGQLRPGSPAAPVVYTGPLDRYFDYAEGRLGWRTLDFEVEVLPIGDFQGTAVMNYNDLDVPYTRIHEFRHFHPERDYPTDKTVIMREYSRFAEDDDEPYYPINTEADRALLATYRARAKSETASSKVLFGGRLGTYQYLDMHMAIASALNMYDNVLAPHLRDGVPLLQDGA
* hit, by the source's call; u = inconclusive; x = not tested or not shown. Rule as the data show it, unless noted: active = inhibition above about 30%; inactive = the rest.

SMILES	CCHFV vOTU inh	Mtb FBA inh	BoNT-F LC inh	FadD28 FP inh	DUSP3 inh	BioA inh	Rv3671c inh	GDH-TPI counter	MazF activator	Mtb UGM inh
CCCN1CCC(=NNc2ccc(C(=O)O)cc2)CC1	-8.5	0.2	0.3	-2.4	42.1	x	3.8	0.0	-1.0	-1.8
COc1cccc(C(=O)Nc2ccc(Cl)c(C(F)(F)F)c2)c1	18.9	-4.1	1.7	-8.8	-3.7	-1.8	-34.2	-3.3	-4.5	-1.0
C=CCOc1ccc(CNn2cn[nH]c2=S)cc1	-5.0	-4.1	5.4	-3.4	20.5	0.0	-2.9	2.5	5.5	-1.6
CC1=C(C(N)=O)C(c2cccnc2)n2nc(-c3cccc(C)c3)nc2N1 (stereo not given)	8.7	1.4	1.8	-0.7	x	-0.4	-2.6	3.0	3.7	2.6
Cc1ccc(S(=O)(=O)N2CCC(C(=O)N[C@@H](C)C(=O)Nc3ccc(F)cc3)CC2)cc1	10.9	-0.8	1.0	-1.1	0.4	-0.6	-13.7	5.9	-1.5	-0.1
COC(=O)C(Cc1c[nH]c2ccccc12)NC(=O)c1cncc(Br)c1 (stereo not given)	-17.7	0.6	-9.7	-0.5	19.7	0.1	11.7	5.1	-2.3	-1.2
CN(C)C(=O)CCc1ccc2c3c([nH]c2c1)[C@]1(CCC2CCCC2)[C@@H](C(=O)N2CCOCC2)C[C@H](CC(=O)NCCCn2ccnc2)C(=O)N1CC3	-16.8	-3.1	-1.0	-2.8	x	-0.7	x	2.7	12.5	x
O=C(Nc1ccccc1N1CCCCC1)c1ccc(-c2cc(Cl)ccc2Cl)o1	-2.5	0.4	-6.6	-4.0	x	5.3	0.0	-5.3	-6.6	-0.5
Cc1oc(S(=O)(=O)N2CCCC2)cc1C(=O)Nc1ccccc1	-8.7	-1.2	1.0	-0.7	8.7	x	-10.2	-5.6	7.3	-3.8
Cc1ccccc1NC(=S)NC1CCN(Cc2ccccc2)CC1	-2.3	2.3	1.5	-0.3	21.3	x	1.6	2.6	5.6	1.8
O=C(N/N=C/c1ccc(-c2ccccc2[N+](=O)[O-])o1)[C@H]1C[C@@H]1c1ccccc1	-1.4	-0.4	-0.5	-0.2	5.1	x	-33.2	1.1	13.5	-0.1
O=C(O)c1cccc(-c2csc(C(O)c3ccc(F)c(F)c3)n2)c1 (stereo not given)	-6.1	-0.9	-1.2	-3.8	x	0.7	x	8.9	x	x
c1ccc2c(c1)nc(N1CCCCCC1)c1ccccc12	-6.5	7.8	-9.8	1.1	25.0	x	-0.2	-1.1	-14.8	-0.9
CC(C)[C@H](NC(=O)c1cccc(S(=O)(=O)N2CCOCC2)c1)C(=O)NCc1ccc(F)cc1	-2.8	-2.4	-6.0	0.5	x	-0.6	-2.9	11.7	-1.6	0.8
Cc1ccc(S(=O)(=O)N(C)C)cc1-n1c(SCC(=O)Nc2ccccc2)nc2ccccc2c1=O	1.5	-3.8	-0.1	1.5	18.0	x	-15.6	9.4	-1.9	3.7
COc1cc2c(c(OC)c1OC)-c1ccc(NCc3ccccc3)c(=O)cc1C(NC(C)=O)CC2 (stereo not given)	8.7	1.6	-0.4	-3.0	x	13.5	x	7.1	10.0	x
CNc1cncc(-c2cccc(NS(C)(=O)=O)c2)n1	-214.1	168.2*	-1.2	-4.3	x	-0.9	x	19.5	x	x
Cc1ccc(C)c(Cn2cnc3c(cnn3C(C)(C)C)c2=O)c1	13.6	-0.1	0.3	-0.6	24.2	-0.4	-3.3	8.8	5.1	-1.4
COc1ccc(C(=O)Nc2cccc(-c3ccc4nncn4n3)c2)cc1OC	-5.8	2.3	-8.4	-4.9	22.7	x	-3.2	-2.6	12.1	-2.3
CCc1nc2ccc(C(=O)N(C)CCCN(C)C)cn2c1N(C)Cc1cc2ccccc2s1	-4.7	1.4	-6.0	0.5	x	3.8	x	11.7	x	x
Nc1nnc(SCc2ccc3c(c2)OCO3)s1	-2.5	-7.5	-4.7	-1.6	7.2	0.0	2.4	2.0	8.1	2.2
Cn1nc(C(=O)N2CCN(c3ccccn3)CC2)c2ccccc2c1=O	-5.2	3.4	0.0	0.0	x	x	2.2	10.5	0.6	0.8
O=C(CCN1C(=O)/C(=C/c2ccccc2Cl)SC1=S)NCCCN1CCOCC1	11.6	-3.8	8.3	-1.5	29.6	x	-84.0	18.8	14.4	-3.1
Cc1cccc(OCc2ccc(C(=O)N3CCOCC3)o2)c1	6.2	-1.4	-3.8	0.0	2.2	1.4	-13.8	-5.3	4.6	-2.8
Cc1cc(Br)ccc1OCCn1ccnc1	6.5	0.2	-3.2	-1.9	-5.3	-0.7	-6.9	-0.4	4.1	0.4

Filtered by structure: those above containing a furan ring, fused or not.
SMILES	CCHFV vOTU inh	Mtb FBA inh	BoNT-F LC inh	FadD28 FP inh	DUSP3 inh	BioA inh	Rv3671c inh	GDH-TPI counter	MazF activator	Mtb UGM inh
O=C(Nc1ccccc1N1CCCCC1)c1ccc(-c2cc(Cl)ccc2Cl)o1	-2.5	0.4	-6.6	-4.0	x	5.3	0.0	-5.3	-6.6	-0.5
Cc1oc(S(=O)(=O)N2CCCC2)cc1C(=O)Nc1ccccc1	-8.7	-1.2	1.0	-0.7	8.7	x	-10.2	-5.6	7.3	-3.8
O=C(N/N=C/c1ccc(-c2ccccc2[N+](=O)[O-])o1)[C@H]1C[C@@H]1c1ccccc1	-1.4	-0.4	-0.5	-0.2	5.1	x	-33.2	1.1	13.5	-0.1
Cc1cccc(OCc2ccc(C(=O)N3CCOCC3)o2)c1	6.2	-1.4	-3.8	0.0	2.2	1.4	-13.8	-5.3	4.6	-2.8

Additional structures:
SMILES	CCHFV vOTU inh	Mtb FBA inh	BoNT-F LC inh	FadD28 FP inh	DUSP3 inh	BioA inh	Rv3671c inh	GDH-TPI counter	MazF activator	Mtb UGM inh
CCOC(=O)C1(Cc2ccc(OC)cc2)CCN(C(=O)c2sc(C)nc2C)CC1	-2.7	2.3	-9.3	-0.8	25.2	-0.5	-7.1	0.0	5.1	0.4
CCCc1cc(=O)[nH]c(SCC(=O)NC2CC2)n1	5.7	3.2	-7.2	-2.6	x	-0.9	1.5	3.2	-3.6	4.3
Cc1ccc(O)c(C(=O)c2cnn(-c3ccc(S(=O)(=O)N4CCOCC4)cc3[N+](=O)[O-])c2)c1	13.6	-0.5	-9.3	-1.2	-3.9	x	-4.8	-0.7	2.8	-0.2
COc1cc(CCC(=O)NNC(=O)c2cccc(Cl)c2)cc(OC)c1OC	1.9	-1.3	1.7	-0.7	-15.9	7.3	-9.8	0.8	3.1	-1.3
CN(Cc1ccc(C(C)(C)C)cc1)C(=O)c1ccc2c(=O)n3c(nc2c1)CCC3	3.5	3.9	-2.0	-1.9	x	x	-1.1	0.7	2.6	0.9
CC(C)OP(=O)(OC(C)C)C(Nc1ccccc1)c1cccc2c1OCO2 (stereo not given)	8.0	-2.8	-2.9	-3.1	-7.9	x	4.3	-6.8	-0.9	-4.3
CCCc1cc(=O)n2[nH]c(SCc3ccccc3)nc2n1	2.4	-0.1	-7.1	-0.8	2.9	-1.1	-2.3	3.6	6.4	-1.0
O=C(NCc1n[nH]c(=S)n1-c1ccccc1Cl)c1ccc(S(=O)(=O)N2CCCCC2)cc1	7.5	-1.4	6.3	0.6	5.8	-0.9	-13.2	7.6	-6.2	1.4
Cc1cc(C(=O)COC(=O)c2cccs2)c(C)n1-c1c(C)n(C)n(-c2ccccc2)c1=O	4.7	0.9	-5.3	-2.3	23.2	0.7	-9.2	-9.5	3.7	0.5
C=CCN(C(=O)c1cccc(S(=O)(=O)N2CCN(C)CC2)c1)c1nc(-c2ccccc2)cs1	12.2	-0.4	u	-0.3	26.1	-1.4	0.6	4.0	1.7	1.9
O=C(COC(=O)c1cccc(S(=O)(=O)N2CCCCC2)c1)NC1CCCc2ccccc21 (stereo not given)	-0.7	-1.5	-2.4	-2.3	38.4	x	-10.7	8.7	-1.5	2.6
O=C(CCN1CCN(C/C=C/c2ccccc2)CC1)Nc1cccc(F)c1	-2.9	2.6	-0.1	-1.5	8.6	17.7	10.9	1.2	-2.1	1.1
COc1cc(-c2cc(=O)c3c(O)c(OC)c(OC)c(O)c3o2)ccc1O	-0.6	-1.4	-15.5	2.8	12.0	0.3	-9.5	17.6	-7.3	-0.8
O=C(OCC(=O)N1CCCC1)c1ccc(O)cc1	23.2	-2.4	2.1	-4.1	6.7	0.4	7.6	-13.8	-17.9	2.9
CCCCSC1=NN1c1nc(N)nc(C)c1CC	8.0	-1.1	6.8	0.5	30.5	3.2	4.1	8.2	5.9	0.2
O=Nc1c2cc3ccccc3[nH]c-2c2ccccc12	4.4	2.3	-7.5	-8.2	x	x	x	7.9	16.1	x
O=C(Nc1ccccc1)c1ccc(NCc2cccnc2)c(S(=O)(=O)N2CCOCC2)c1	-6.8	-2.0	-2.3	-5.1	14.6	13.5	-1.1	4.6	-1.1	-0.2
Cc1ccccc1NC(=O)CSc1nc2c(c(=O)n(C)c(=O)n2C)n1C	9.6	0.9	-1.5	-1.1	21.1	-7.0	-2.8	-6.0	4.9	1.8
COc1ccc2nc(NC(=O)CSc3nccc(C)n3)sc2c1	-18.2	-7.0	0.3	-4.4	23.5	2.3	-27.6	2.8	5.1	1.4
Cc1ccc(C)c(NC(=O)CSc2n[nH]c(-c3ccccn3)n2)c1	10.2	4.3	-1.8	x	17.1	x	6.5	-0.7	-15.1	1.9
Oc1ccccc1C(Nc1nccs1)c1ccc2cccnc2c1O (stereo not given)	19.6	4.9	5.5	-1.3	5.4	-2.4	10.7	6.2	-0.6	-1.5
O=C(Cn1nc(-c2ccccc2)c2ccccc2c1=O)NCC1CCCO1 (stereo not given)	-0.9	0.5	-2.0	-1.6	3.1	-0.6	3.3	-9.8	-5.7	-3.8
NNc1cc2c(nn1)CCN(C(=O)c1ccccc1)C2	-1.8	3.5	-29.5	-2.2	x	7.2	x	19.5	10.9	x
Oc1c(CN2CCOCC2)cc(CN2CCOCC2)c(O)c1O	2.1	-0.9	-2.9	0.9	x	-0.2	x	-3.5	-3.6	x
Cn1cnnc1SCC(=O)Nc1ccccc1Oc1ccccc1	9.4	-0.5	-3.9	-3.1	23.8	-0.2	-1.2	-2.5	1.7	1.9
Next section
SMILES	CCHFV vOTU inh	Mtb FBA inh	BoNT-F LC inh	FadD28 FP inh	DUSP3 inh	BioA inh	Rv3671c inh	GDH-TPI counter	MazF activator	Mtb UGM inh
O=C(NCCC1=CCCCC1)c1cc(COc2c(F)cccc2F)on1	2.1	-2.5	-5.2	-3.5	-13.4	x	-2.8	-11.8	6.1	-0.7
CSc1ccc(S(=O)(=O)NCC(=O)OCC(=O)N(C)CC(=O)Nc2ccc(F)cc2)cc1[N+](=O)[O-]	20.5	-1.6	-8.4	-3.7	x	10.0	x	9.3	2.9	x
CCOC(=O)c1cc2sccc2n1CC(=O)N1CCc2ccccc21	-11.8	-1.3	-0.1	-2.3	10.5	1.7	4.2	7.2	-8.9	-1.6
Cc1cc(Nc2ccc(F)cc2Cl)n2ncnc2n1	15.6	1.6	-2.8	-0.9	2.4	-0.7	2.0	5.9	12.9	4.3
CCOC(=O)c1cnc(SCc2nc(N)nc(Nc3ccc(C)cc3)n2)nc1N	7.4	13.1	9.5	5.2	-12.0	-2.1	-2.1	-7.5	-74.3	0.8
CCCCOc1ccc(SCCCN2CCOCC2)cc1	4.6	-1.5	-5.8	-1.3	x	x	x	4.4	3.0	x
CCOc1ccc(N2C(=O)CC(N3CCN(c4ccc(Cl)cc4)CC3)C2=O)cc1 (stereo not given)	-16.4	-0.1	-8.9	-3.0	34.8	-0.4	3.9	2.9	-0.9	-0.6
CCSCc1nc2ccccn2c1Br	2.5	2.5	-1.2	-0.2	19.7	x	x	3.9	0.1	x
CCc1nnc(NC(=O)CSc2nnc(-c3ccoc3C)n2-c2ccccc2)s1	10.0	0.6	10.7	-4.0	-18.5	2.5	4.3	-3.1	-13.5	-1.3
Cc1[nH]ccc(=O)c1Oc1ncc(C(F)(F)F)cc1Cl	-7.9	2.6	-0.2	-2.8	12.3	-1.1	-7.4	-4.4	0.4	3.3
N#Cc1ccccc1COC(=O)c1ccc2c(c1)OCCO2	-10.7	-2.0	4.4	-1.9	x	-0.2	x	8.6	5.4	x
